SUMO Mot1 rescue: SUMOylation pathway inhibition by Mot1-301 growth rescue | S. cerevisiae Mot1-301 growth rescue, ATP luminescence, 38.5C; percent above DMSO median, 100 means doubled | growth rescue, % at 18.8 µM | 1% of 320,000 active;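 active means every valid replicate shows activation above 250% relative to neutral control wells; inactive means the rest, any valid replicate at or below 250%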;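 further: OY570 slx delta 5 strain wells were the positive control but not used for scaling; some compounds called inactive have numbers as strong as hits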
NSD2 HMT inh: NSD2 (human) methyltransferase inhibition; O96028; NSD2 peptide methylation, AlphaScreen, 120 min; inhibition, % at 12.5 µM; 0.54% of 310,000 active; in the data active means inhibition above about 50%
PKA-R1A activ: activators of PKA-R1A complex | 0.083% of 340,000 active | activation, % at 11.4 µM | AID 504707 | PKA-R1A dissociation, Cy5-IP20 fluorescence polarization; scaled: DMSO 0%, 113 µM cGMP 100%;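 active means percent activation above the mean of all tested compounds plus 3 SD, cut at about 19% in these data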;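 further: higher means more PKAc released from R1A so a rise in polarization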
PKA-R2B act: activates the human PKA-R2B holoenzyme complex; P22694+P31323; PKA-R2B holoenzyme dissociation, Cy5-IP20 fluorescence polarization; R2B truncated from residue 108, S112A mutant; 0% DMSO only, 100% 113 µM cGMP; activation, % at 11.4 µM; 0.079% of 340,000 active; AID 504700;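 active means activation above a cutoff set at the mean over all compounds plus 3 SD, cut at about 18% in these data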;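 further: higher means more holoenzyme dissociation and a rise in polarization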
Target sequence (P31323 whole entry, looked up, other chains not shown, the tested form may be a part): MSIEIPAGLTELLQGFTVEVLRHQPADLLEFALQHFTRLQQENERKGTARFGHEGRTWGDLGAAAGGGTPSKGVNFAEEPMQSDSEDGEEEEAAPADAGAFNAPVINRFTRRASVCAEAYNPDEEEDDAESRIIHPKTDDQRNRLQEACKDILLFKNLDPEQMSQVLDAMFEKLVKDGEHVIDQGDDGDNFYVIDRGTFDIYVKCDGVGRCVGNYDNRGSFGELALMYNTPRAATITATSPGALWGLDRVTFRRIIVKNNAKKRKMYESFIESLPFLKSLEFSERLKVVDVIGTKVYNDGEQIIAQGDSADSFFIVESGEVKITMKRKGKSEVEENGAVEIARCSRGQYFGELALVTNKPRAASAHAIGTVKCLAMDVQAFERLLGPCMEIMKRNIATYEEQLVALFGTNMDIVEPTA
dFosB act: mouse delta FosB homodimer activation; P13346; purified delta FosB, TAMRA-CDK5 oligo fluorescence polarization; percent of positive-control signal above neutral wells; activation, % at 25 µM; 0.99% of 340,000 active;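 active means mean activation above about 17%, with every replicate also reaching it, limit read from the data, passing the limit was not always enough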;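 further: fluorescence polarization rise as delta FosB binds a TAMRA Cdk5 AP-1 oligo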
SR-BI uptake up: activators of SR-BI mediated HDL lipid uptake | CHO ldlA[mSR-BI] cells, DiI-HDL uptake fluorescence, 3 h; 100 = double the neutral-control signal | 0.096% of 320,000 active | activation, % at 12.5 µM | AID 504775;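 active means mean replicate activation of at least 60% and every replicate at or above 60%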;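 further: 0% = median plate neutral-control signal and 100% = twice that signal; values of inactives mirror those of a sister screen read the other way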
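Material: SR-BI-overexpressing, LDLR-lacking CHO cells | Dosing: Single compound concentration, delivered by pin transfer | Probe or stimulus: Labelled HDL, 10 µg/mL | Signal: Bottom-read cell fluorescence after medium removal, ex 550/em 595 nm | Schedule: 3 h, 37 °C | Evaluation: HDL uptake via cellular fluorescence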
CDK5 p35 inh: inhibitors of human CDK5/p35 kinase | Q00535+Q15078 | Recombinant CDK5/p35, ADP-Glo luminescence, 60 min | inhibition, % at 10 µM | 0.01% of 330,000 active;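 active means highest replicate inhibition of at least 50% and at least 75% of replicates reaching 50%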;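 further: plate controls were DMSO neutral control for no effect and GW8510 at 10 µM for full effect; many of its hits are not listed in these tables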
Target sequence (Q00535 whole entry, looked up): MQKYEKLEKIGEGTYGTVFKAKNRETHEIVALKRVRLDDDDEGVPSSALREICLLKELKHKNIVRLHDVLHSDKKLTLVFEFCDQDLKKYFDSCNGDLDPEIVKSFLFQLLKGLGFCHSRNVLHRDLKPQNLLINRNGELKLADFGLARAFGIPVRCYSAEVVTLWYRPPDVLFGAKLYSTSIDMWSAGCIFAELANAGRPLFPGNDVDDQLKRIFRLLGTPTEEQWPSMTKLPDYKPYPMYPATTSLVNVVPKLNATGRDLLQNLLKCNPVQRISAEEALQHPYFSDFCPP
Target sequence (Q15078 whole entry, looked up): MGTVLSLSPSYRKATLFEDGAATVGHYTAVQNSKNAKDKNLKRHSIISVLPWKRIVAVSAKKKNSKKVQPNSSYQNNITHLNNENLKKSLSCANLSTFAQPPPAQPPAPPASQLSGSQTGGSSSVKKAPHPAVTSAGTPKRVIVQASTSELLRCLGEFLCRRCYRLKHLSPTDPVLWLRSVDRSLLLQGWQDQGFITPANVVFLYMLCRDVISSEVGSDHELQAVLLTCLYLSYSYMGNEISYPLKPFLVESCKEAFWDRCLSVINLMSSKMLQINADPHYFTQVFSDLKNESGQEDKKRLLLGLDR
SR-BI DiI inh: blocks mouse SR-BI lipid uptake from DiI-HDL. Q61009. ldlA[mSR-BI] CHO cells, DiI-HDL uptake fluorescence, 3 h. inhibition, % at 12.5 µM. 0.96% of 320,000 active;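 active means mean replicate inhibition of at least 70% and a set share of replicates each scoring 70 or more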;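 further: 0% = median of neutral control wells and 100% = median of positive control wells; values of inactives mirror those of a sister screen read the other way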
MITF TRPM1 HTS: activators of MITF-driven TRPM1 promoter activity in SK-MEL-5 cells | SK-MEL-5 TRPM1-promoter luciferase, 24 h; % of positive control, neutral wells = 0 | AID 588334 | 0.75% of 300,000 active | activation, % at 12.5 µM;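 active means mean activation of at least 80% with every replicate also reaching 80%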;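 further: 0% = neutral control wells and 100% = parthenolide positive control wells; values of inactives mirror those of a sister screen read the other way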
Arrestin-AP2 inh: blocks beta-arrestin peptide binding to AP2 adaptin; FITC-arrestin peptide / GST-AP2 beads, flow cytometry; AP2 beta2 appendage carries R879A mutation; inhibition, % at 10 µM; 0.31% of 340,000 active;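 active means inhibition above a set limit, near 3 SD of compounds lacking own fluorescence, cut at about 54% in these data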;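 further: plate controls were DMSO wells for no effect and 5 µM unlabelled arrestin peptide for full effect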
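System: GST-AP2 R879A bound to glutathione beads, E. coli-expressed. Also added: 50 nM FITC-arrestin peptide. Schedule: compound with beads 12 min RT, then probe 1 h RT. Signal: bead flow cytometry, FITC channel. Read-out basis: percent response.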
DSG3 Ab inh: human desmoglein-3 autoantibody binding inhibition. DSG3-coupled beads, scFv-anti-DSG3-GFP binding, flow cytometry; active compounds read low. binding (percent of control), % at 10 µM. 0.48% of 310,000 active. AID 588358;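 active means binding more than 3 SD below its plate's average and above zero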;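 further: hits lower antibody fragment binding to DSG3; some compounds called inactive have numbers as strong as hits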
An asterisk follows results filed as active; . = not tested or not shown. Compounds as they come. Share with any hit: about 4.7%.

SMILES	SUMO Mot1 rescue	NSD2 HMT inh	PKA-R1A activ	PKA-R2B act	dFosB act	SR-BI uptake up	CDK5 p35 inh	SR-BI DiI inh	MITF TRPM1 HTS	Arrestin-AP2 inh	DSG3 Ab inh
CC(=O)c1c(C)[nH]c(C(=O)NCc2ccccc2)c1C	.	2	-22	1	2	14	0.2	-14	-4	-11	114
O=C1C(Cl)=C(N2CCCCCC2)C(=O)N1c1ccccc1	-17	-1	-4	0	1	-18	0.5	18	-8	19	.
CC1=C(C(=O)OC2CCCC2)C(c2coc3ccccc3c2=O)C2=C(CC(C)(C)CC2=O)N1 (stereo not drawn)	-55	2	-13	-3	-15	.	-3.2	.	-3	7	90
Cc1ccc(C)c(OCc2cc(C(=O)N3CC[C@@H]4CCCC[C@H]4C3)no2)c1	-29	-1	-3	-8	-9	5	-1.3	-5	22	0	118
Cc1n[nH]c(C)c1CCCCOc1ccc([N+](=O)[O-])cc1	-19	11	-3	-5	-5	5	0.7	-5	2	1	105
O=C(CSc1ccsc1[N+](=O)[O-])Nc1cc(F)ccc1F	.	7	7	1	-15	2	0.5	-2	-7	21	54*
CCc1nnc(NS(=O)(=O)c2ccc(NC(=S)NC(=O)c3cccs3)cc2)s1	-5	1	-1	-5	-3	-18	0.3	18	-1	16	97
CCCC(=O)NC(c1ccccc1Cl)c1ccc2cccnc2c1O (stereo not drawn)	1	-2	-14	-5	-7	-3	-3.8	3	.	-7	126
CC(C)c1ccc(OCC(=O)Nc2ccc(OC(F)(F)F)cc2)cc1	.	-5	1	-6	10	18	-1.4	-18	-11	-10	102
COc1ccc(NC(=O)CNC(=O)C2CCCCC2)cc1	-3	-1	-3	-4	-3	7	-1.9	-7	23	4	101
CNS(=O)(=O)c1cc(O)c2c(S(=O)(=O)NC)cccc2c1	-1	3	-6	-4	0	42	0.8	-42	-7	5	99
CC1(C)CC(n2c(NCCO)nc3c(c2=O)C2(CCCC2)Cc2ccccc2-3)CCO1 (stereo not drawn)	-3	.	-9	-13	-4	-6	1.1	6	-6	34	81
Nc1ccc(C(=O)Nc2ccc(NC(=O)c3ccco3)c(O)c2)cc1	4	3	-7	-7	-3	-25	2.1	25	-2	4	93
Cc1cc(C(=O)COc2cc(F)ccc2[N+](=O)[O-])c(C)n1C1CC1	8	4	-4	-2	1	-15	1.0	15	13	11	111
COc1ccccc1NC(=O)c1[nH]c(C)c(C(C)=O)c1C	-7	0	-14	0	-15	-30	-0.5	30	-9	-13	93
Cc1cccc(-n2cc[nH]c2=S)c1	28	1	9	-7	-6	.	2.1	.	-8	-3	102
Cc1cccc2nc(C(=O)Nc3cc(Cl)ccc3-n3cncn3)cn12	-12	-2	-2	-13	-10	-3	0.3	3	.	24	.
CCCCNC(=O)C(CC)(ONc1ccccc1C(F)(F)F)c1ccccc1 (stereo not drawn)	16	.	1	-9	-2	10	1.4	-10	-8	5	101
Cc1ccc(C)c(NC(=O)CCC(=O)NNC(=S)Nc2ccccc2)c1	4	-1	7	7	-12	20	3.0	-20	2	27	96
COc1ccccc1-n1cc(CN2CCN(C3CCCC3)C(CCO)C2)cn1 (stereo not drawn)	-16	4	1	-17	0	22	-0.8	-22	-7	3	98
CN(NC(=O)c1ccc(Cl)cc1)c1nc(-c2ccccc2)nnc1C(F)(F)F	0	.	-4	-3	32*	29	-0.1	-29	-9	-9	96
COc1ccc(S(=O)(=O)NC2CC(=O)N(c3cccc(F)c3)C2)cc1OC (stereo not drawn)	6	2	1	-5	-1	-1	-0.6	1	-5	-8	101
NC(=O)c1ccsc1NC(=O)CSc1ccccc1F	11	1	-5	0	-6	-6	-2.2	6	61	4	102
COc1ccc(O)c(C(c2c(C)[nH][nH]c2=O)c2c(C)[nH][nH]c2=O)c1	6	.	1	-7	1	-15	2.7	15	-9	-3	100
Cn1c2ccc(Br)cc2c2nnc(SCC(=O)O)nc21	-7	23	-4	6	-8	12	1.0	-12	.	4	117
CCOCCCNC(=S)Nc1ccc(Br)cc1Cl	13	-2	-1	-4	1	-18	0.6	18	14	8	103
Cc1nc(NCC2CCCO2)nc2c1C(=O)CC(C)C2 (stereo not drawn)	-10	-1	2	-13	5	.	-1.1	.	-1	3	.
CSCCC(NC(=O)c1ccccc1)C(=O)N/N=C(\C)Cc1ccccc1 (stereo not drawn)	2	0	-4	3	-11	7	-2.7	-7	-2	28	106
Cc1nc(SCc2ccc(F)cc2)c([N+](=O)[O-])[nH]1	23	13	-12	-8	1	0	-0.8	0	6	-3	107
Nn1cc(-c2ccccc2)nc1SCC(=O)N1CCN(S(=O)(=O)c2ccc(Cl)cc2)CC1	1	-1	8	0	6	-4	-1.1	4	-2	-5	.

Arranged by molecular weight (high to low): some entries from above
SMILES	SUMO Mot1 rescue	NSD2 HMT inh	PKA-R1A activ	PKA-R2B act	dFosB act	SR-BI uptake up	CDK5 p35 inh	SR-BI DiI inh	MITF TRPM1 HTS	Arrestin-AP2 inh	DSG3 Ab inh
Nn1cc(-c2ccccc2)nc1SCC(=O)N1CCN(S(=O)(=O)c2ccc(Cl)cc2)CC1	1	-1	8	0	6	-4	-1.1	4	-2	-5	.
CN(NC(=O)c1ccc(Cl)cc1)c1nc(-c2ccccc2)nnc1C(F)(F)F	0	.	-4	-3	32*	29	-0.1	-29	-9	-9	96
CCCCNC(=O)C(CC)(ONc1ccccc1C(F)(F)F)c1ccccc1 (stereo not drawn)	16	.	1	-9	-2	10	1.4	-10	-8	5	101
COc1ccccc1-n1cc(CN2CCN(C3CCCC3)C(CCO)C2)cn1 (stereo not drawn)	-16	4	1	-17	0	22	-0.8	-22	-7	3	98
CSCCC(NC(=O)c1ccccc1)C(=O)N/N=C(\C)Cc1ccccc1 (stereo not drawn)	2	0	-4	3	-11	7	-2.7	-7	-2	28	106
Cc1ccc(C)c(NC(=O)CCC(=O)NNC(=S)Nc2ccccc2)c1	4	-1	7	7	-12	20	3.0	-20	2	27	96
Cn1c2ccc(Br)cc2c2nnc(SCC(=O)O)nc21	-7	23	-4	6	-8	12	1.0	-12	.	4	117
CCOCCCNC(=S)Nc1ccc(Br)cc1Cl	13	-2	-1	-4	1	-18	0.6	18	14	8	103
Cc1cc(C(=O)COc2cc(F)ccc2[N+](=O)[O-])c(C)n1C1CC1	8	4	-4	-2	1	-15	1.0	15	13	11	111
COc1ccc(O)c(C(c2c(C)[nH][nH]c2=O)c2c(C)[nH][nH]c2=O)c1	6	.	1	-7	1	-15	2.7	15	-9	-3	100
NC(=O)c1ccsc1NC(=O)CSc1ccccc1F	11	1	-5	0	-6	-6	-2.2	6	61	4	102
COc1ccccc1NC(=O)c1[nH]c(C)c(C(C)=O)c1C	-7	0	-14	0	-15	-30	-0.5	30	-9	-13	93
Cc1nc(SCc2ccc(F)cc2)c([N+](=O)[O-])[nH]1	23	13	-12	-8	1	0	-0.8	0	6	-3	107
Cc1cccc(-n2cc[nH]c2=S)c1	28	1	9	-7	-6	.	2.1	.	-8	-3	102

Next results
SMILES	SUMO Mot1 rescue	NSD2 HMT inh	PKA-R1A activ	PKA-R2B act	dFosB act	SR-BI uptake up	CDK5 p35 inh	SR-BI DiI inh	MITF TRPM1 HTS	Arrestin-AP2 inh	DSG3 Ab inh
O=C(CCN1CCCCC1)N=Nc1c(O)[nH]c2ccccc12	404	.	-7	-17	-1	3	2.1	-3	1	44	101
O=c1c(-c2cc3ccccc3o2)[n+]([O-])c2ccccc2n1OCc1ccccn1	.	-1	1	-2	-7	-20	-1.7	20	.	4	.
CCC(=O)Nc1ccc(S(=O)(=O)NCCc2ccccc2)cc1	.	-3	-5	6	-1	-1	0.2	1	.	-3	.
CC1CCCCN1S(=O)(=O)c1ccc(C(=O)Nc2nnc(-c3cccs3)o2)cc1 (stereo not drawn)	7	.	0	-4	-3	-8	0.9	8	-24	24	105
Clc1ccc(CSc2nnc3ccccn23)c(Cl)c1	15	-2	7	-7	-1	17	1.1	-17	52	-7	100
CC(=O)N/C(=C\c1cccc([N+](=O)[O-])c1)C(=O)NC1CCCCC1	-18	-2	-10	1	2	21	0.1	-21	7	-8	110
CCOC(=O)c1sc(NC(=O)CSc2nnnn2-c2ccccc2)nc1C	95	0	7	1	-10	19	-5.2	-19	2	6	108
CCC(C)(C)c1ccc(Oc2ccc(NC(=O)COC(=O)C3=COCCO3)cc2)cc1	32	5	-6	-2	-3	6	-0.5	-6	-11	9	109
O=C(NC1CCS(=O)(=O)C1)c1cccc(Cl)c1 (stereo not drawn)	-20	-2	-17	-7	-4	5	-0.8	-5	1	-2	.
O=C(Nc1ccc(Cl)cc1Cl)C1CCC(=O)N1Cc1ccccc1Cl (stereo not drawn)	-5	1	-11	-9	-1	21	-0.5	-21	19	-2	.
O=C(Cc1ccc([N+](=O)[O-])cc1)Nc1cccc(C(=O)N2CCOCC2)c1	-25	.	5	5	-5	57	-0.2	-57	-15	-1	103
CCOCCCn1c(=NC(C)=O)c(C#N)cc2c(=O)n3cccc(C)c3nc21	-5	-1	.	.	-10	7	1.5	-7	.	-6	99
COc1ccc(C(=O)c2ccc(Cl)c([N+](=O)[O-])c2)cc1	2	1	-1	-17	-4	-2	-1.6	2	-62	17	133
O=C(NCc1cccnc1)c1nnc(Cc2ccc(F)cc2)o1	-3	.	-11	-8	3	9	-0.7	-9	7	0	101
S=c1[nH]nc(C2(c3ccccc3)CCCC2)o1	-1	0	-5	6	1	.	-0.1	.	4	-16	95
O=C(CN1CCN(c2ccc(F)cc2)CC1)N1CCOCC1	1	-3	7	1	4	-25	1.6	25	-3	-3	101
CSc1ccc(Cl)c(C(=O)OCC(=O)NCc2ccco2)c1	1	1	-1	-7	-8	4	0.0	-4	2	19	106
COc1cc(NC(=O)C/C(C)=N/NC(=O)C(OC)c2ccccc2)c(OC)cc1Cl (stereo not drawn)	5	-2	-1	-5	-1	-52	-0.2	52	-15	-18	101

From PubChem BioAssay
